Screening results (PubChem)
TWEAK Fn14 block: inhibitors of TWEAK-Fn14 signaling, primary screen, luciferase reporter cells, uHTS; inhibition, % at 10 µM; actives 2% (n = 360,000); TWEAK-stimulated Fn14 reporter cells, luciferase luminescence, 8 h; in the data active = inhibition above about 50%
aDG glyco act: activators of alpha-DG glycosylation, primary screen, uHTS, Pro5-aDG cells, AlphaScreen; alpha-DG glycosylation AlphaScreen (IIH6); 0% Pro5, 100% B10-LARGE cell signal; activation, % at 10 µM; actives 0.22% (n = 360,000); AID 624168, 2012;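 active = activation of at least 8% versus controls, or a plate z-score of at least 8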;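 also: Pro5 are CHO cells carrying HIG-tagged alpha-DG that lacks glycosylation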
MITF TRPM1 inh: inhibitors of MITF-dependent TRPM1 promoter reporter, primary screen, cell-based, SK-MEL-5, single point, luciferase | inhibition, % at 12.5 µM | actives 0.83% (n = 330,000) | SK-MEL-5 TRPM1 promoter luciferase, 24 h;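 active = mean inhibition across replicates of 60% or more, whatever share of single replicates reaches that level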; also: values of inactives mirror those of a sister screen read the other way
Shn3 inh set2: reduction of Shn3 3'UTR firefly luciferase signal, primary screen, Schnurri-3 inhibitor project, cell-based, Clone20 osteoblasts, set 2; Clone20 osteoblast Shn3 3'UTR firefly luciferase, 24 h; inhibition, % at 12.5 µM; actives 0.52% (n = 360,000); AID 588674, 2011;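 active = mean inhibition of at least 75% with every replicate also reaching 75%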;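 also: 0% = median of neutral control wells and 100% = pilot-screen positive control compound; some compounds past the cut are filed as inactive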
NR2E3 ag-1: NR2E3 agonists in two-hybrid cells, primary screen, cell-based, luminescence, CHO-S, Gal4-NCOR/VP16-NR2E3 | AID 602229, 2012 | actives 0.35% (n = 360,000) | luciferase | inhibition of corepressor binding, % at 3.98 µM;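 active = inhibition above the mean of all tested compounds plus 3 SD, cut at about 70% in these data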;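 also: 0% = DMSO with NR2E3 transfected cells and 100% = cells lacking NR2E3 construct; higher means lower luciferase signal from less NR2E3 corepressor binding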
Target sequence (Q9Y5X4 whole entry, looked up, the tested form may be a part): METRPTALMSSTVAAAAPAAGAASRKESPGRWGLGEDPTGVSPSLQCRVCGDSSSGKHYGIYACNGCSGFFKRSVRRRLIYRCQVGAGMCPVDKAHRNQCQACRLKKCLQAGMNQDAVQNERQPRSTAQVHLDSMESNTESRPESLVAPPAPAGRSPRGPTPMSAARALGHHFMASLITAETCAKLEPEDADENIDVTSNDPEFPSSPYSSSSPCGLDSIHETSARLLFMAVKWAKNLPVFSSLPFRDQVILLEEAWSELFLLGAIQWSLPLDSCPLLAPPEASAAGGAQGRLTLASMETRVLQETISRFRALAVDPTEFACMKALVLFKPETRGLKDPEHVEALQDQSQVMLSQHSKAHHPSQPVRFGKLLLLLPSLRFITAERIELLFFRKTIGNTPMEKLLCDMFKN
NR2E3 ag-2: inhibitors of NR2E3-RetCOR corepressor binding, primary screen, NR2E3 agonist project, biochemical, TR-FRET, GST-NR2E3, biotin-RetCOR; Photoreceptor-specific nuclear receptor (Homo sapiens), Q9Y5X4; 1536-well; inhibition of corepressor binding, % at 4.78 µM; actives 0.12% (n = 320,000); AID 2300, 2010;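 active = percent inhibition above the cutoff of mean plus 3 SD of all tested compounds, set per screening campaign, cut at about 20% in these data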;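 also: 0% = DMSO wells and 100% = biotin wells as full block of FRET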
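Format: 1536-well format; test system: GST-NR2E3 and biotin-RetCOR proteins; read-out basis: percent inhibition of TR-FRET ratio; timing: 5 h incubation at 4 °C; detection: time-resolved FRET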
KKLEB tox: cytotoxicity in KKLEB CF airway cells, primary screen, cytotoxicity control for CF NF-kB inhibitor project, cell-based, uHTS, fluorescence assay plates. KKLEB CF airway cells viability, ATPlite luminescence, overnight; stronger effect = lower value; cells stimulated with P. aeruginosa culture filtrate. activity change (cytotoxicity), % at 5 µM. actives 0.36% (n = 360,000). AID 602141, 2011;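 active = corrected activity change at or below -50% at 5 µM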
Peg3 promoter: Peg3 promoter-driven luciferase inhibitors, primary screen, cell-based, HeLa, luciferase luminescence. inhibition, % at 20 µM. actives 1.7% (n = 360,000). HeLa PEG-Prom luciferase reporter, overnight;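 active = inhibition of at least 50% at 20 µM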
CF NFkB block: inhibitors of PAF-induced NF-kB signaling, primary screen, cell-based, GFP fluorescence, uHTS; KKLEB NF-kB-GFP reporter, GFP fluorescence overnight; inhibition, % at 5 µM; AID 588850, 2011; actives 0.86% (n = 360,000);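 active = at least 50% inhibition at 5 µM, scaled per plate between neutral and stimulator controls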;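 also: PAF is a Pseudomonas aeruginosa culture filtrate used as stimulus; plate controls were PAF-stimulated DMSO wells for no effect and unstimulated DMSO wells for full effect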
hiPSC survival: enhancers of single-cell hiPSC survival, primary screen, ATPlite luminescence. 100% = ROCK inhibitor wells, 0% = DMSO. survival enhancement, % at 20 µM. actives 0.044% (n = 360,000); in the data active = survival enhancement above about 18%;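 also: cells exposed to compounds for 16 hours before the ATP read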
HIF-2a inh: HIF-2a reporter inhibitors, primary screen, luminescence, 786-0 RCC cells. 786-0 RCC cells HIF-2a reporter, luciferase luminescence, overnight. inhibition, % at 18.8 µM. actives 0.72% (n = 360,000);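 active = inhibition of the luminescence signal of 40% or more relative to plate controls, in a single-dose primary screen at 18.75 µM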
Starred values were filed as active, the others as inactive; . = no result given.

# | smiles | TWEAK Fn14 block | aDG glyco act | MITF TRPM1 inh | Shn3 inh set2 | NR2E3 ag-1 | NR2E3 ag-2 | KKLEB tox | Peg3 promoter | CF NFkB block | hiPSC survival | HIF-2a inh
1 | O=C(Nc1cc(C(F)(F)F)ccc1-n1cncn1)c1ccc([N+](=O)[O-])o1 | 1.0 | -0.1 | 45.3 | -2.6 | 4.4 | 1.2 | -4.8 | 23.9 | -28.7 | -0.4 | -9.2
2 | N#Cc1ccccc1S(=O)(=O)N1CCN(C(=O)[C@H](Cc2ccccc2)NC(=O)c2ccco2)CC1 | 2.3 | -0.1 | 4.4 | 7.0 | -24.0 | -0.6 | -2.6 | -9.4 | 10.9 | 2.9 | 14.9
3 | CCOc1ccc(C)cc1S(=O)(=O)NC1CCCCCC1 | 1.9 | 0.0 | 0.1 | 11.2 | -32.0 | -0.3 | -5.4 | 13.2 | 16.9 | 0.7 | 20.9
4 | CN(C)c1ccc(NC(=O)CSc2n[nH]c(-c3ccncc3)n2)cc1 | 11.3 | -0.2 | 1.7 | 10.8 | 17.8 | . | 11.7 | 11.3 | -11.1 | 0.5 | 11.7
5 | O=C(NNC(=O)c1ccccc1O)c1ccco1 | -8.3 | -0.3 | 8.3 | -16.2 | -20.8 | 1.3 | -11.0 | -25.5 | 8.8 | 0.5 | -34.6
6 | C=CCn1c(SCC(=O)O)nnc1-c1cccc(Cl)c1 | 8.4 | -0.3 | 9.7 | -7.0 | 11.8 | 0.3 | 1.0 | -3.9 | 8.4 | -1.4 | 14.9
7 | Cc1ccccc1NC(=O)CC(=O)c1ccccc1 | 3.5 | 0.0 | -15.0 | -27.9 | -5.3 | -1.6 | -0.8 | -53.8 | -5.1 | -0.6 | -109.5
8 | Cc1cc(NC(=O)C(C)Oc2ccc(C(C)(C)C)cc2)no1 (stereo not drawn) | -2.8 | -0.2 | 3.9 | 17.5 | 9.6 | 3.1 | -27.3 | -3.5 | 12.0 | -0.4 | 5.3
9 | CC(=O)Nc1ccc(NC(=O)C2CCCN2C(=O)Nc2ccc(F)c([N+](=O)[O-])c2)cc1 (stereo not drawn) | 15.5 | 0.1 | -0.4 | -6.9 | 4.5 | 0.6 | -10.0 | 16.4 | 20.4 | -0.7 | 9.5
10 | COc1cc(-c2cc(NC(C)=O)c3ncc(-c4ccccc4)n3c2)cc(OC)c1OC | 28.9 | -0.4 | . | -6.0 | -13.0 | . | -1.9 | 23.1 | -73.3 | -1.4 | -77.8
11 | CCN(C(=O)COC(=O)/C=C/c1cccc([N+](=O)[O-])c1)c1c(N)n(Cc2ccccc2)c(=O)[nH]c1=O | -7.3 | -0.3 | . | 5.1 | -16.2 | 1.4 | -8.3 | -10.2 | 13.2 | -0.2 | 8.4
12 | Cc1cc(NC(=O)Cn2cnc3c(cnn3C(C)(C)C)c2=O)no1 | -9.1 | -0.1 | 14.4 | 1.3 | -19.5 | 4.2 | -1.1 | 19.8 | 3.2 | 0.9 | 8.7
13 | CN(C(=O)CC1C(=O)NCCN1Cc1ccccc1C(F)(F)F)C1CCOCC1 (stereo not drawn) | -7.9 | 0.0 | -12.0 | 7.3 | -15.6 | 2.7 | -11.2 | 4.5 | 19.7 | -0.4 | -0.1
14 | Cc1ccc(OCC(=O)Nc2ccc3c(c2)OCO3)c([N+](=O)[O-])n1 | -11.5 | -0.1 | -56.8 | -21.7 | -10.2 | 2.4 | -11.6 | -150.9 | 13.7 | -1.0 | -138.7
15 | O=C1CSC(c2ccccn2)N1c1ccc(Br)cc1 (stereo not drawn) | 12.6 | -0.2 | 12.0 | -47.4 | 0.1 | -2.0 | 12.2 | 0.7 | -25.5 | 0.3 | 20.1

Grouped by structure, the entries above with a furan ring, fused or not
# | smiles | TWEAK Fn14 block | aDG glyco act | MITF TRPM1 inh | Shn3 inh set2 | NR2E3 ag-1 | NR2E3 ag-2 | KKLEB tox | Peg3 promoter | CF NFkB block | hiPSC survival | HIF-2a inh
1 | O=C(Nc1cc(C(F)(F)F)ccc1-n1cncn1)c1ccc([N+](=O)[O-])o1 | 1.0 | -0.1 | 45.3 | -2.6 | 4.4 | 1.2 | -4.8 | 23.9 | -28.7 | -0.4 | -9.2
2 | N#Cc1ccccc1S(=O)(=O)N1CCN(C(=O)[C@H](Cc2ccccc2)NC(=O)c2ccco2)CC1 | 2.3 | -0.1 | 4.4 | 7.0 | -24.0 | -0.6 | -2.6 | -9.4 | 10.9 | 2.9 | 14.9
5 | O=C(NNC(=O)c1ccccc1O)c1ccco1 | -8.3 | -0.3 | 8.3 | -16.2 | -20.8 | 1.3 | -11.0 | -25.5 | 8.8 | 0.5 | -34.6

(list continues)
# | smiles | TWEAK Fn14 block | aDG glyco act | MITF TRPM1 inh | Shn3 inh set2 | NR2E3 ag-1 | NR2E3 ag-2 | KKLEB tox | Peg3 promoter | CF NFkB block | hiPSC survival | HIF-2a inh
16 | CCNC(=S)N/N=C(\C)c1ccc(Cl)s1 | -14.5 | 0.1 | 3.3 | 5.8 | -15.2 | -0.5 | 3.9 | -18.2 | -2.7 | -0.3 | -11.9
17 | COc1cccc(C(C#N)NCCCNC(C#N)c2cccc(OC)c2OC)c1OC (stereo not drawn) | -17.5 | 0.5 | 6.0 | -4.1 | 1.7 | . | -0.2 | -5.2 | -12.8 | -2.0 | 9.4
18 | C=CCn1c(CSc2nc3ccccc3s2)nnc1SCC(=O)NCc1ccco1 | -8.9 | 3.7 | 5.2 | -11.6 | -9.6 | -0.4 | 14.0 | -1.3 | -16.7 | 0.3 | 13.8
19 | CC1(C)Cc2c(c(-c3ccccc3)nc(N3CCCC3)c2C(N)=O)CO1 | 1.0 | -0.1 | 10.9 | 5.9 | -25.0 | 1.2 | 9.3 | 7.4 | -6.9 | 2.9 | 12.0
20 | Cc1ccc(NC(=O)Nc2ccc3c(c2)N(C)C(=O)CS3)nc1 | 3.2 | -0.3 | -75.0 | -13.0 | -14.6 | -2.1 | 3.1 | -24.2 | 4.6 | 0.1 | -121.9
21 | Fc1cccc(CCN2CCN=C2Nc2ccccc2)c1 | -4.0 | -0.2 | 13.0 | -5.6 | 14.6 | 0.9 | 13.9 | -7.7 | -22.8 | 0.9 | 9.8
22 | COc1ccc(Cl)cc1Cn1c(C)c(C(=O)NCc2cccc(C(F)(F)F)c2)sc1=O | 19.3 | -0.2 | . | 16.3 | 13.2 | . | 2.8 | 16.4 | 1.2 | 2.8 | -3.5
23 | COc1cccc(C(CC(=O)Nc2cccc3ccccc23)NC(=O)c2ccccc2)c1 (stereo not drawn) | 8.3 | 0.3 | 15.9 | 8.2 | 7.4 | 1.6 | 0.8 | 23.4 | -14.3 | -3.2 | 7.8
24 | COc1cc(OC)c(OC)cc1CN1CCCC(C(=O)c2ccc3c(c2)OCO3)C1 (stereo not drawn) | -0.8 | -0.1 | -9.1 | 23.0 | -2.7 | 5.0 | -7.0 | 2.7 | 2.1 | -1.5 | 16.6
25 | Cc1ccc(C)c(NC(=O)C(OC(=O)c2cc[n+]([O-])cc2)c2ccccc2)c1 (stereo not drawn) | -3.7 | 0.1 | 16.9 | -6.2 | 4.7 | . | -4.0 | 0.2 | 14.7 | -0.3 | -7.4
26 | COc1ccc(OC)c(NC(=O)CSc2nc(=O)n(Cc3ccccn3)c3c2CCC3)c1 | 17.4 | 0.0 | 1.7 | 9.3 | -6.6 | -0.6 | -9.5 | 25.0 | 21.3 | -0.5 | 17.6
27 | Cc1ccc(-n2ncc3c(=O)[nH]c(SCC(=O)N4CCN(c5ccccc5)CC4)nc32)cc1 | -28.8 | -0.4 | -9.5 | 1.4 | 7.7 | -3.3 | 6.7 | 8.1 | 0.9 | -3.5 | 21.4
28 | O=C(CC1SC(N2CCCC2)=NC1=O)Nc1ccc(C(=O)N2CCN(c3cccc(Cl)c3)CC2)cc1 (stereo not drawn) | 2.3 | -0.2 | 24.3 | -3.4 | -15.1 | -3.8 | -7.3 | 9.9 | 7.5 | -0.3 | -6.0
29 | O=C(COC(=O)COc1ccc(Cl)cc1)NC1CC1 | 35.4 | -0.5 | 10.4 | -4.7 | -29.3 | -1.8 | -21.5 | -26.1 | 23.8 | -0.7 | 14.9
30 | CC(=O)c1cccc(NC(=O)CCCNC(=O)c2ccc(Cl)cc2)c1 | 5.7 | 0.0 | 3.3 | -3.5 | 0.8 | -1.3 | 16.0 | 4.7 | 16.0 | 1.2 | 2.5
31 | CN(C(=O)COc1ccccc1)c1nnc(-c2ccncc2)s1 | -10.2 | -0.2 | 4.1 | 8.5 | -6.2 | 3.1 | 4.2 | -9.4 | 2.4 | -1.0 | 9.0
32 | CCOC(=O)C(=CNc1ccc(C)cc1C)C(=O)OCC | -7.5 | 0.1 | -4.3 | -10.4 | -28.8 | 0.5 | 1.3 | -64.1 | -12.3 | -0.8 | -86.1
33 | CN1CCN(C(=O)c2cc3ccccc3oc2=O)CC1 | 3.5 | -0.2 | 6.3 | -4.9 | -22.1 | -5.4 | -4.5 | 21.9 | 14.3 | 0.0 | 5.4
34 | CN(C)C(=O)c1cn(-c2ccc(Cl)cc2)c(=O)c2ccccc12 | -22.1 | 0.7 | -6.9 | 20.9 | -3.5 | 5.0 | 5.2 | 3.5 | -2.6 | 2.2 | 5.5
35 | O=C(Nc1ccc(N2CCOCC2)cc1)c1cccc(S(=O)(=O)N2CCOCC2)c1 | 5.8 | -0.1 | 1.8 | -11.5 | -25.4 | . | 8.1 | -9.0 | 0.3 | 0.7 | 1.6
36 | Clc1ccccc1C1Nc2cccc3cccc(c23)N1 | 9.3 | -0.1 | 14.0 | 6.3 | 7.0 | -1.2 | 1.4 | -19.1 | -0.9 | -0.4 | 17.2
37 | COc1ccccc1N1CCN(C(=O)CCSCc2ccccc2F)CC1 | 33.5 | 0.6 | 7.8 | 4.7 | 12.9 | 0.3 | 1.4 | 2.2 | 8.5 | -0.2 | 20.8
38 | Cc1ccc(CNCC(O)(c2ccccc2)c2ccccc2)cc1 | -31.6 | 0.0 | 8.0 | 24.0 | -10.6 | -1.4 | -13.1 | -5.8 | -7.0 | 0.2 | -57.5
39 | CSc1ccc(C(=O)/C=C/c2ccc(N)cc2)cc1 | -1.3 | 0.5 | -69.8 | -51.5 | -44.6 | 1.4 | -2.7 | -186.0 | 7.3 | -3.7 | -123.6
40 | COc1ccccc1N1CCN(C2CCCN(S(=O)(=O)c3ccc(C)cc3)C2)CC1 (stereo not drawn) | -13.2 | 0.7 | 6.9 | 13.3 | 13.7 | 2.3 | 10.9 | -5.4 | -15.2 | -0.4 | 8.1

Compounds as they come, and some 4.4% of all compounds hit somewhere here.
